Bioassay records from PubChem BioAssay.
12-LOX inh = inhibitors of human 12S-lipoxygenase ALOX12; Potency, µM (top dose mostly 108 µM), without a hit: at the highest dose activity change, negative = inhibition, most hits filed as inhibitors; AID 1671190; actives 1.1% (n = 580,000); purified 12hLO, xylenol orange hydroperoxide absorbance; further: on the % scale 0 is the no-effect control and ±100 the full control effect
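Hydroperoxide product was detected by ferrous iron/xylenol orange as the 573 to 405 nm absorbance ratio. Arachidonic acid at 40 uM (final) was turned over for 30 min at room temperature by 150 nM human 12hLO, pH 7.0 Hepes buffer, after 15 min compound preincubation.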
USP1 inh = blocks the human USP1/UAF1 deubiquitinase complex; O94782; recombinant USP1/UAF1, Ub-Rhodamine cleavage fluorescence; Potency, µM (doses to about 57.1 µM), for inactives: top-dose activity change, negative = inhibition, actives largely listed as inhibitors; actives 0.23% (n = 390,000); AID 743255; further: on the % scale 0 is the no-effect control and ±100 the full control effect; nearly all actives have a fitted effect of over 60% in size; inactives centre near -12
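USP1/UAF1 complex at 1 nM was preincubated with compound for 15 min at room temperature, then Ub-Rho substrate (150nM final) was added. Fluorescence (480/540 nm) was read kinetically, 6 reads every 60 seconds.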
IDH1 R132H inh = inhibitors of human mutant IDH1 R132H. O75874. IDH1-R132H enzyme, NADPH consumption, diaphorase/resazurin fluorescence. Potency, µM (titrated, usually from 76.6 µM), for inactives: at the highest dose activity change, negative = inhibition, most hits filed as inhibitors. actives 0.093% (n = 390,000). AID 602179; further: on the % scale 0 is the no-effect control and ±100 the full control effect; nearly all actives have a fitted effect of over 65% in size
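IDH1-R132H (0.5 ug/mL dispensed) in pH 7.5 Tris buffer was preincubated 30 min with compound, then given a substrate mix of 0.016 mM NADPH and 2 mM alpha-KG for 80 min at room temperature; remaining NADPH was read by diaphorase/resazurin fluorescence.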
TrxR1 substrate = substrates of rat thioredoxin reductase 1; purified TrxR1 substrate turnover, NADPH consumption readout; Potency, µM (highest dose often 114 µM), for inactives: top-dose activity change, negative = substrate turnover; actives 0.01% (n = 390,000); AID 588456; further: on the % scale 0 is the no-effect control and ±100 the full control effect; nearly all actives have a fitted effect of over 50% in size
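Rat TrxR1, dispensed at 90 nM, was prereduced with 400 uM NADPH (final) for 5 min at ~22 deg C, then incubated with compound 15 min before 400 uM selenite. A first-read NADPH fluorescence drop versus no-compound background flagged substrates.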
Vif-A3G inh = inhibitors of Vif-APOBEC3G interaction; actives 0.076% (n = 410,000); AID 602310; HeLa A3G-eYFP + Vif (tagged APOBEC3G with the HIV-1 protein that degrades it), YFP fluorescence, overnight; Q9HC16; Potency, µM (titrated, usually from 46.1 µM), for the others: top-dose activity, negative = active, hits mostly inhibitors;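 further: on the % scale 0 is the no-effect control and ±100 the full control effect; nearly all actives have a fitted effect of over 60% in size; hits raise eYFP signal because A3G escapes Vif-driven loss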
Target sequence (Q9HC16 whole entry, looked up): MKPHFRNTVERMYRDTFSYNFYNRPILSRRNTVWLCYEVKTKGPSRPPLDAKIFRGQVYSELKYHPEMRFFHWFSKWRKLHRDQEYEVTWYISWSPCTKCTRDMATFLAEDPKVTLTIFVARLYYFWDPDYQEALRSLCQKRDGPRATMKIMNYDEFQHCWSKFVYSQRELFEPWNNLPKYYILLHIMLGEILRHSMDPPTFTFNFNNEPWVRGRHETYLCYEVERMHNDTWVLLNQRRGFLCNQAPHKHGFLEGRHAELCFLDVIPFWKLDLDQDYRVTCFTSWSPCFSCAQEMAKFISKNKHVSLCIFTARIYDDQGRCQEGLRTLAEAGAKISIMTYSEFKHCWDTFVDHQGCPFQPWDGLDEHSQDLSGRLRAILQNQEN
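HeLa cells stably expressing Vif and C-terminally eYFP-tagged A3G, seeded overnight at 37 deg C, then exposed to compound by pintool overnight at 37 deg C. Rise in yellow fluorescence (Ex 488/Em 500-530, Acumen) marks blocked Vif-driven A3G degradation.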
RXFP1 ag = agonists of human relaxin receptor RXFP1. Q9HBX9. HEK293T-RXFP1 cAMP TR-FRET, 30 min; response scale: percent of porcine relaxin response, buffer zero. Potency, µM (top dose mostly 57.5 µM), inactives show at the top dose activation, actives largely listed as activators. actives 0.3% (n = 370,000). AID 2676; further: on the % scale 0 is the no-effect control and ±100 the full control effect; nearly all actives have a fitted effect of over 60% in size; many of its hits are not listed in these tables
Target sequence (Q9HBX9 whole entry, looked up): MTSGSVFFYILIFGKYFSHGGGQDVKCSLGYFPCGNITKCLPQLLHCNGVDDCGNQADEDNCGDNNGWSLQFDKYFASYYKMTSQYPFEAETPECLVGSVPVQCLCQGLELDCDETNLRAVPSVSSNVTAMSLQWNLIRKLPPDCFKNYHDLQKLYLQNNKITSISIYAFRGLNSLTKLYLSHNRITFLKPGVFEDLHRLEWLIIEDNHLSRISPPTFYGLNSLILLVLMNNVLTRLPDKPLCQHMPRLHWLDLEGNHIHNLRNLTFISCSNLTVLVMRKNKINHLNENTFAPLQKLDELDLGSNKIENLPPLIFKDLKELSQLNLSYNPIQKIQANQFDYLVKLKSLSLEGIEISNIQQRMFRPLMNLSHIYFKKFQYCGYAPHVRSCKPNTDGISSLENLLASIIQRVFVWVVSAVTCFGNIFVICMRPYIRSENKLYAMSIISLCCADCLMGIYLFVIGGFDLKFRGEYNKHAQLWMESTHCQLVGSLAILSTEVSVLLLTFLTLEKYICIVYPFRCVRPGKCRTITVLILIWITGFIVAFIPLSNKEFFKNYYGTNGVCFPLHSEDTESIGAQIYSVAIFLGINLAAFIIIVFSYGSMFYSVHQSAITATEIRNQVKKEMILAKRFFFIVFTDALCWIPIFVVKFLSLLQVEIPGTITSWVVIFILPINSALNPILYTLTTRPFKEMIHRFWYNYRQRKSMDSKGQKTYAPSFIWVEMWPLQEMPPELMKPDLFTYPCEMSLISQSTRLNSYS
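HEK293T cells stably expressing RXFP1 were pretreated with the PDE4 inhibitor Ro 20174, exposed to compounds for 30 min at 37C, lysed, and cAMP was read by TR-FRET. Data normalized to buffer (basal) and 29 nM porcine relaxin (100%).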
Vif-APOBEC3F blk = Vif-A3F binding inhibition | HeLa A3F-eYFP + Vif (tagged APOBEC3F with the HIV-1 protein that degrades it), YFP fluorescence increase | Potency, µM (titrated, usually from 46.1 µM), for inactives: top-dose activity, negative = active | actives 0.2% (n = 390,000) | AID 602313; further: % of control where 0% means no effect; nearly all actives have a fitted effect of over 65% in size
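HeLa cells stably expressing A3F-eYFP plus Vif, plated and incubated overnight at 37 deg C, then exposed to compounds overnight at 37 deg C. Blocked degradation read as raised yellow fluorescence (Ex 488/Em 500-530).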
TrxR1 inh = rat TrxR1 inhibition. recombinant rTrxR1, NADPH fluorescence consumption, selenite substrate. actives 1% (n = 390,000). O89049. Potency, µM (highest dose often 114 µM), for the others: at the highest dose activity change, negative = inhibition, usual class: inhibitors. AID 588453; further: on the % scale 0 is the no-effect control and ±100 the full control effect; nearly all actives have a fitted effect of over 65% in size
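Rat TrxR1 (90 nM in the dispensed reagent) was pre-reduced with 400 uM NADPH for 5 min at room temperature, then incubated with compound for 15 min. After 400 uM selenite was added, NADPH fluorescence (Ex 340/Em 450 nm) was followed for 8 min.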
RGS4 inh = inhibitors of human regulator of G protein signaling 4; Potency, µM (top dose mostly 114 µM), inactives show at the top dose activity change, negative = inhibition, hits mostly inhibitors; P49798; Transcreener GDP fluorescence polarization, RGS4-accelerated GTP hydrolysis; actives 0.039% (n = 390,000); further: on the % scale 0 is the no-effect control and ±100 the full control effect; nearly all actives have a fitted effect of over 75% in size; some results filed as inactive show a strong effect at the top dose
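MLSMR compounds (23 nl, pin-transferred) preincubated 10 min at room temperature with a 500nM (2x) first reagent, then RGS4 at 900nM (2x) plus Transcreener GDP mix added; fluorescence polarization (620/688 nm) read before and after 90 min at 30 °C.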
* marks the source's active call; other numbers are inactive results; ? = inconclusive; . = no result given; & = joins results of further samples; [ ] = another dose, or the depositor's remark. The call rests on the fitted dose curve; in most records, active means well fitted curve in the direction sought with a large enough effect; inconclusive means small, poorly fitted or top-dose-only effect, or another doubt; inactive means no such curve, though single readings can be large; an effect the other way counts as inactive or inconclusive. Potency means the concentration at half of the fitted maximal effect. These rows are one share of the data, so the mix of outcomes need not match the whole.

Each structure is followed by: 12-LOX inh | USP1 inh | IDH1 R132H inh | TrxR1 substrate | Vif-A3G inh | RXFP1 ag | Vif-APOBEC3F blk | TrxR1 inh | RGS4 inh
- COc1ccc(Cn2c(C(=O)O)c(CNCCc3ccco3)c3ccc(OC)cc32)cc1
  -44% | -11% | 0% | 3% | -2% | -0.1% | 0% | -18% | -14%
- CC(=O)c1cccc(NC(=O)N2CCCC2C(=O)NC2CCCC2)c1 (configuration not stated)
  -2% | -1% | -1% | 11%[57.1 µM] | 0% | 1.8% | 8% | 38%[activator][57.1 µM] | -2%
- COc1ccc(N(Cc2ccccc2)C(=O)c2nc(SC)ncc2Cl)cc1
  -18% | -32% | 18% | -2% | -2% | -0.3% | -2% | 20% | 1%
- COc1cccc(NC(=O)N2CCCC2C(=O)NCc2ccco2)c1 (configuration not stated)
  5% | -10% | -16% | 0% | -4% | 0.4% | 0% | 3% | 1%
- CCCS(=O)(=O)N1CCC(C(=O)NCc2ccco2)CC1
  -10% | -25% | -4% | 3% | -2% | 0.5% | 6% | 2% | -17%
- Cc1c(Cc2ccccc2)c(=O)oc2c(C)c(OCC(=O)NCc3ccccn3)ccc12
  2% | 12% | -19% | 4% | -3% | 0.1% | -5% | 27% | -13%
- O=C(Nc1cccc(Oc2ccc(C(=O)O)c(C(=O)O)c2)c1)c1ccc(-c2ccccc2)cc1
  6% | ? | 0% | 3% | -5% | 3.3% | 2% | ? | 1%[11.4 µM]
- Cn1cnnc1SCC(=O)Nc1ccc(F)cc1F
  -19% | -14% | -7% | -9% | -1% | 1.0% | 6% | -14% | 18%
- O=C(COC(=O)Cc1ccc(Br)cc1)NCc1cccs1
  2% | -13% | 2% | 9%[57.1 µM] | 2% | . | 0% | 9%[57.1 µM] | 6%
- OCC1(Cc2cccc(Cl)c2)CCCN(Cc2cn[nH]c2C2CCCCC2)C1 (configuration not stated)
  -7% | -3% | 5% | 10% | 2% | 1.2% | 2% | 32% | 14%
- COc1ccc(C2(c3ccc(OC)cc3)NC(=O)N(CC(=O)NC3(C#N)CCCCC3)C2=O)cc1
  -16% | -9% | 7% | -2% | -4% | 1.0% | -1% | 13% | -5%
- O=C(COc1ccc(F)cc1Cl)N1CCN(C(=O)c2cccs2)CC1
  -6%&-16% | -17% | 1% | 2% | 0% | . | -15% | 3% | ?
- CSc1ccccc1OCc1cc(C(=O)NC(C)CCn2cccn2)no1 (configuration not stated)
  -6% | 0% | -2% | -4% | -4% | -0.2% | -2% | -2% | 18%
- Cc1ccc(-c2cc(C(F)F)nc(NCc3cccs3)n2)cc1
  0% | -14% | 5% | 4% | -3% | 4.0% | -19% | 4% | -21%
- CN1C(=O)c2ccccc2Sc2ccc(C(=O)O)cc21
  -6% | -21% | 6% | 6%[57.1 µM] | 0% | -0.3% | -44% | 13% | -4%
- CCC1CN(C(=O)N2CCC(C(=O)NCCc3ccccc3C)CC2)c2ccccc2O1 (configuration not stated)
  -21% | -18% | 10% | -9% | 3% | -2.8% | 6% | 38%[11.4 µM] | 2%
- Cc1ccc(Nc2c(-c3ccc(N4CCOCC4)cc3)nc3ncccn23)cc1
  ? | -3%&-12% | 9%&1% | 1%&-6% | -2%&-12% | 9.3%&10% | 8%&-7% | 1%&3% | -24%&32%
- CN(C)S(=O)(=O)Nc1cccc(Br)c1
  0% | -16% | 4% | -6% | 2% | -2.3%&1.0% | -10% | -16% | -1%[11.4 µM]
- Cc1cnc(NC(=O)CSc2nnc(CNc3ccc(F)cc3)n2CC2CCCO2)s1 (configuration not stated)
  39%[activator] | -17% | -3% | 6% | -5% | -0.2% | 3% | 15% | 3%[56.9 µM]
- Cc1cc(C)c(NC(=O)c2ccc3c(c2)NC(=O)C(C)S3)c(C)c1 (configuration not stated)
  354%[activator] | -21% | -3% | 5% | -4% | -1.9% | 6% | 18% | -15%
- COc1ccc(N2CCN(c3ncnc4onc(C)c34)CC2)cc1
  -9% | -7% | -16% | -3% | 11% | 3.9% | -11% | 16% | -33%
- NC(=O)CSc1oc(-c2ccc(F)cc2)nc1S(=O)(=O)c1ccccc1
  ? | -2% | -2% | -1% | 0% | -1.6% | 5% | -2% | -25%
- COc1ccc2nc(C)cc(Nc3ccc(N4CCOCC4)cc3)c2c1
  ? | -22% | 10% | -1% | -1% | -4.6% | -4% | 5% | 27%
- N#CC1=C2SCC(O)(c3ccccc3)N2C(=O)CC1c1ccccc1F (configuration not stated)
  0% | -17% | 3% | -5% | ? | -0.9% | -3% | -8% | -18%
- COC(=O)C(CCSC)NC(=O)c1cc2c(n(-c3ccc(OC)cc3)c1=O)CC(C)(C)CC2=O (configuration not stated)
  -8% | 3% | 21% | -2% | -4% | -1.4% | -3% | 10% | 14%
- CC(=O)Nc1cc(ON=C(C)C)cc([N+](=O)[O-])c1
  -18% | 1% | -4% | -8% | 1% | 4.3% | -2% | -15% | -17%
- CCCc1nc(N)c(C#N)c(-c2cccnc2)c1CC
  -3% | -2% | -1% | -1% | 0% | -0.8% | -5% | -1% | 24%
- CCOc1ccc(-c2nc(CNC(=O)Nc3ccccc3)c(C)o2)cc1
  9% | -20% | 0% | -3%[57.1 µM] | 0% | 2.7% | 2% | 0%[57.1 µM] | -23%
- Cc1ccccc1-c1noc(C(C)NC(=O)c2ccco2)n1 (configuration not stated)
  -8%&-16% | -20%&-21% | 0%&19% | 4%&0% | -2%&-1% | 1.0%&-1.4% | 0%&-5% | -14%&1% | -7%&32%
- O=C(Cc1cccc(C(F)(F)F)c1)Nc1ccccc1
  -41% | -3% | 0% | 2%[57.1 µM] | -2% | -2.1% | 1% | 17%[57.1 µM] | ?

By substructure, the entries above containing bromine (2)
Each structure is followed by: 12-LOX inh | USP1 inh | IDH1 R132H inh | TrxR1 substrate | Vif-A3G inh | RXFP1 ag | Vif-APOBEC3F blk | TrxR1 inh | RGS4 inh
- O=C(COC(=O)Cc1ccc(Br)cc1)NCc1cccs1
  2% | -13% | 2% | 9%[57.1 µM] | 2% | . | 0% | 9%[57.1 µM] | 6%
- CN(C)S(=O)(=O)Nc1cccc(Br)c1
  0% | -16% | 4% | -6% | 2% | -2.3%&1.0% | -10% | -16% | -1%[11.4 µM]

Continued:
Each structure is followed by: 12-LOX inh | USP1 inh | IDH1 R132H inh | TrxR1 substrate | Vif-A3G inh | RXFP1 ag | Vif-APOBEC3F blk | TrxR1 inh | RGS4 inh
- O=C(O)c1c(-c2ccccc2)oc2ccc(O)cc12
  1% | -21% | -4% | 126%[activator] | 1% | 0.1% | -1% | 2% | -12%
- CCOC(=O)Cn1c(=O)c2c(nc3n2CCS3)n(C)c1=O
  2% | -18% | 0% | 0% | -1% | 4.3% | -5% | -6% | 1%
- O=C(O)c1ccc(-c2ccccc2Cl)o1
  0% | -7% | 0% | 9% | -2% | 1.3% | -7% | -15% | -11%
- O=C(CN1CCCC1)Nc1ccc2c(c1)CCC2
  ? | -12% | 7% | -3%[57.1 µM] | 1% | 4.0% | 6% | 10%[57.1 µM] | -6%
- O=C(COc1ccc2cc(Br)ccc2c1)N1CCCC1
  . | -12% | 1% | 4% | 2% | 6.0% | 0% | 26% | 5%
- CCOC(=O)/C(C#N)=C/c1c(Oc2cc(C)cc(C)c2)nc2ccccn2c1=O
  5% | -13% | 6% | 2% | 0% | -2.5% | 6% | 6% | -8%
- COC(=O)c1c(-c2ccc(OC)c(OC)c2)csc1N
  ? | -5% | 6% | -8% | 0% | 1.3% | -12% | -9% | -29%
- COC(=O)c1ccc(CN2CCC(Oc3cccc(C(=O)N4CCCC4)c3)CC2)cc1
  4% | -4% | 5% | -12% | 0% | . | 4% | -10% | 17%
- Cc1cc(C)c(NC(N)=S)c(C)c1
  -2% | -5% | 11% | -1%[57.1 µM] | -3% | 4.5% | 6% | -19%[57.1 µM] | 3%
- C=CCn1c(Cc2nc3ccc(Cl)cc3[nH]2)n[nH]c1=S
  9% | -3% | -1% | 9%[57.1 µM] | -2% | 2.3% | 9% | -37% | -5%[11.4 µM]
- C[C@H](CO)N1C[C@H](C)[C@H](CN(C)C(=O)c2ccncc2)OCc2cnnn2CCCC1=O
  -22% | -32% | 4% | . | 0% | . | -10% | . | .
- Cc1cccc(OCC(=O)NCC2(N3CCN(C)CC3)CCCCC2)c1
  -8% | ? | -8% | 2% | 0% | 7.5% | 0% | 16% | 10%
- CCc1ccc(C2CC(=O)c3c([nH]c(C(=O)OCc4ccc(C)cc4)c3C)C2)cc1 (configuration not stated)
  -28% | 20% | 1% | -3% | 1% | 1.1% | -6% | 8% | -12%
- CC(=O)Nc1ccc(S(=O)(=O)N(C)CC(=O)OCC(=O)c2ccc[nH]2)cc1
  -5% | -2% | 0% | 8%[11.4 µM] | 0% | . | -7% | 22%[11.4 µM] | 9%
- O=C(c1ccc(S(=O)(=O)c2cccc(Cl)c2)c([N+](=O)[O-])c1)N1CCN(Cc2ccccc2)CC1
  -3% | -19% | -4% | 9%[57.1 µM] | 3% | -0.6% | -2% | -41% | 0%
- S=c1[nH]nc(COc2ccc3c(c2)OCO3)n1-c1ccccc1
  14% | -9% | 7% | -10% | 2% | -0.4% | -5% | -30% | -37%
- CCN(CC)S(=O)(=O)c1ccc(N2CCOCC2)c(NC(=O)Cc2ccc(Cl)cc2)c1
  -1% | -22% | 0% | 0% | 0% | -1.3% | 0% | 21% | -22%
